USP2a inh – USP2a (human) protease inhibition; O75604; USP2 core, Ub-CHOP2 coupled fluorogenic reporter, 485/531; 0.01% of 330,000 active; Potency, µM (highest dose often 38.3 µM), for inactives: top-dose activity change, negative = inhibition, hits mostly inhibitors; AID 463254;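 also: potency is read from the fitted curve at half-maximal effect; plate controls were DMSO wells for no effect and full inhibition by NEM control for full effect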
Target sequence (O75604 whole entry, looked up): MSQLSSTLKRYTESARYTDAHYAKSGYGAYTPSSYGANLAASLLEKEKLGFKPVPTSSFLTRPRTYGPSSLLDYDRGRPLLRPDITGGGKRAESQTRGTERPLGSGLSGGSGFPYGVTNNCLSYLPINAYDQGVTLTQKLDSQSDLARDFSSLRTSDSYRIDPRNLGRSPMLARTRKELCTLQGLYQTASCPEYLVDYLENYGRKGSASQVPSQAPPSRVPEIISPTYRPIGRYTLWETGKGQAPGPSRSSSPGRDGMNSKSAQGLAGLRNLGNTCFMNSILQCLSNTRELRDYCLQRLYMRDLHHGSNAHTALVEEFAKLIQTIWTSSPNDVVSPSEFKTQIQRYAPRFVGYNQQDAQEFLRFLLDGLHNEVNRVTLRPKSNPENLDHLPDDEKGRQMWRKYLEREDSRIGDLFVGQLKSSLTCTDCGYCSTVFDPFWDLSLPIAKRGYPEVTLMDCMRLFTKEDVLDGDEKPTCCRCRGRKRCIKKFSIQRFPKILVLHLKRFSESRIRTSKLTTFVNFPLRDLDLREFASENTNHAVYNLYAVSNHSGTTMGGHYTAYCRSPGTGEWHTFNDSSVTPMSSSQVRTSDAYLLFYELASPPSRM
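Cell-free coupled assay: 10nM USP2 core preincubated 30min RT with compound in Tris-HCl pH 8.0/CaCl2/CHAPS buffer, then 25nM Ub-CHOP2 and 25nM reporter substrate; fluorescence (Ex 485/Em 531) read after 60min RT, normalized to NEM inhibition, concentration-response curves fitted.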
KCNH2 WT inh – KCNH2 (human, wildtype) channel inhibition; U2OS, BacMam KCNH2, thallium flux FluxOr; active compounds read low; Q12809; activity change, % at 1.84 µM; AID 720551; 0.37% of 340,000 active;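 active = maximum activity change below -70%; inconclusive = maximum activity change between -70% and -50%; inactive = maximum activity change above -50%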; also: % is scaled to controls: 0 for no effect and ±100 for the full control effect
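U2OS cells were transduced with wild-type KCNH2 virus (2.03 x 10^8 / mL) for 4 h at room temperature, then cultured overnight at 37 C. Thallium flux was read with FluxOr dye. Rate constants were normalized to DMSO controls.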
Giardia killer – kills Giardia lamblia. Giardia lamblia trophozoite viability. activity change, % at 7.66 µM, hits read low. 0.15% of 340,000 active; in the data active = activity change below about -80%; inconclusive = between about -30% and that limit;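 also: parasites exposed to compound for two days anaerobically before the ATP read; % is scaled to controls: 0 for no effect and ±100 for the full control effect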
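Each well holds 100 Giardia trophozoites and compound. After two days (48 hrs) at 37 deg C in anaerobic conditions, ATP is quantified by luminescence.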
B2AR arrestin – beta2AR (human) beta-arrestin recruitment activity; P07550; beta-arrestin recruitment to beta2AR, cell-based reporter; Potency, µM (top dose mostly 46.1 µM), inactives show at the highest dose activation, actives largely listed as activators; 0.02% of 330,000 active; AID 492947;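 also: potency is read from the fitted curve at half-maximal effect; 0% = DMSO controls and full agonism = EC100 isoproterenol or metaproterenol; nearly all actives have a fitted effect of over 65% in size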
Target sequence (P07550 whole entry, looked up): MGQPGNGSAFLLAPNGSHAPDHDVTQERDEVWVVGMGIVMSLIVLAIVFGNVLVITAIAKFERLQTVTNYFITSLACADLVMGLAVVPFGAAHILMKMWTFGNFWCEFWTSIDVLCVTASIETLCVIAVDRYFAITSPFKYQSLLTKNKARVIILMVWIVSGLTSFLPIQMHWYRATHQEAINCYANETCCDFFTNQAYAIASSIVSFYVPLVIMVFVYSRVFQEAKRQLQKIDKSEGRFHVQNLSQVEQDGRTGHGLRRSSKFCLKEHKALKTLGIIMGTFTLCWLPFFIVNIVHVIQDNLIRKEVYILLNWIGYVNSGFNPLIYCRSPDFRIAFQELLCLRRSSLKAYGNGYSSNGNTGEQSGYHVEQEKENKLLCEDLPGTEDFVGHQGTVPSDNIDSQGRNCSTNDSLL
CXXC DNA block – inhibitors of human MLL CXXC domain-DNA interaction. Q03164. MLL-CXXC / FITC-HOXA9 DNA fluorescence polarization. Potency, µM (series often up to 115 µM), for the others: at the top dose activity change, negative = inhibition, most hits filed as inhibitors. 0.037% of 290,000 active. AID 2662; active = well fitted inhibition curve with a large enough effect in the polarisation, with a control signal flat, not every such curve was filed as active; inconclusive = small, poorly fitted or top-dose-only effect, or effect the other way, or a change in a side signal; inactive = no such curve, though single readings can be large or run the other way; the % refers to the polarisation; also: potency is read from the fitted curve at half-maximal effect
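Steps: dispense CXXC domain solution (7 uM) → pin compounds or unlabeled HOX-A9 DNA control → 5 min ambient → add FLSN-HOX-A9 solution (50 nM) → spin → 30 min ambient → fluorescence polarization. Tris pH 7.5/NaCl/DTT/BSA buffer.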
GALK inhibitor – blocks human galactokinase activity. 0.007% of 270,000 active. P51570. AID 1868. Potency, µM (highest dose often 57.5 µM), for the others: at the top dose activity change, negative = inhibition, most hits filed as inhibitors. Purified GALK, Kinase-Glo residual ATP luminescence; also: potency is read from the fitted curve at half-maximal effect; % is scaled to controls: 0 for no effect and ±100 for the full control effect
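Quantitative HTS: GALK 5 nM, ATP 35 uM, galactose 100 uM, 1 h room temperature, then luciferase-based ATP detection.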
PKM2 activator – activators of human pyruvate kinase M2 | purified PKM2, Kinase-Glo ATP luminescence, activation; response scale: 0% is enzyme alone, no compound | AID 1631 | P14618 | Potency, µM (titrated, usually from 57.5 µM), inactives show at the highest dose activation, actives largely listed as activators | 0.34% of 260,000 active; also: potency is read from the fitted curve at half-maximal effect; % is scaled to controls: 0 for no effect and ±100 for the full control effect; nearly all actives have a fitted effect of over 55% in size
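ATP formation by purified human PK-M2, quantified via coupled luciferase luminescence after 1 h at room temperature with 0.1 mM ADP and 0.5 mM PEP final.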
Menin-MLL TR inh – inhibitors of human menin-MLL interaction, mutant MLL peptide; Menin + Texas Red MLL mutant peptide, fluorescence polarization; Potency, µM (titrated, usually from 61.6 µM), for the others: top-dose FP activity change, negative = inhibition, usual class: inhibitors; 0.23% of 270,000 active; active = well fitted inhibition curve with a large enough effect in the polarisation, with a control signal flat, not every such curve was filed as active; inconclusive = small, poorly fitted or top-dose-only effect, or effect the other way, or a change in a side signal; inactive = no such curve, though single readings can be large or run the other way; the % refers to the polarisation; also: potency is read from the fitted curve at half-maximal effect; % of control where 0% means no effect; many of its hits are not listed in these tables
FBPA coupling cs – inhibits coupling enzyme system, counter-screen for aldolase hits; activity change, negative = inhibition, % at 58.2 µM, hits read low; AID 2472; 0.67% of 290,000 active; coupling enzyme system counterscreen, AmpLite Red fluorescence; in the data active = activity change below about -30%; also: % is scaled to controls: 0 for no effect and ±100 for the full control effect
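Final compound at 57.5 uM, incubated 10 min at RT with coupling enzyme reagent (glyceraldehyde-3-phosphate), then 20 min with substrate and AmpLite Red detection. Fluorescence read at 525/598 nm; tests interference with the coupling assay, not aldolase inhibition.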
TRPV1 agonist – activates the human vanilloid receptor TRPV1; Q8NER1; TRPV1-expressing cells, Fluo-8 calcium influx, agonist mode; activation, % at 8.33 µM; 0.19% of 320,000 active; in the data active = activation above about 80%; inconclusive = between about 30% and that limit; also: 0% is about no effect
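TRPV1-expressing cells were cultured overnight at 35.5C and loaded with Fluo-8 calcium dye for 40 to 90 min at room temperature. After a 10 s baseline, compound was added and calcium influx was read kinetically for 3 min (ex 480/em 520 nm).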
KCNH2 3.1 block – inhibitors of human KCNH2 3.1 potassium channel isoform. U2OS KCNH2 3.1, thallium flux FluxOr; active compounds read low. activity change, % (tested at about 1.8 µM). 0.95% of 340,000 active. AID 720553;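 active = maximum activity change below -70%; inconclusive = maximum activity change from -70% to -50%; inactive = maximum activity change above -50%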;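 also: thallium influx rate constant from kinetic fluorescence after stimulation buffer; % is scaled to controls: 0 for no effect and ±100 for the full control effect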
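Thallium flux read-out: FluxOr dye with Red40 quencher in HBSS/HEPES, 45 min at RT. Rate constants from kinetic reads were normalized to positive and negative DMSO controls. Cells: U2OS virally expressing the 3.1 isoform.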
Numbers without * were called inactive; ? = inconclusive; . = no result given; & = joins results of further samples; [ ] = another dose, or the depositor's remark. Unless noted, calls follow the shape of the dose curve; as a rule, active = well fitted curve in the direction sought with a large enough effect; inconclusive = small, poorly fitted or top-dose-only effect, or another doubt; inactive = no such curve, though single readings can be large; an effect the other way counts as inactive or inconclusive. Only part of the results is shown; count on the stated rates, not on these rows.

SMILES	USP2a inh	KCNH2 WT inh	Giardia killer	B2AR arrestin	CXXC DNA block	GALK inhibitor	PKM2 activator	Menin-MLL TR inh	FBPA coupling cs	TRPV1 agonist	KCNH2 3.1 block
CCN1CCN(CCCNC(=O)C2c3ccccc3C(=O)N(C)C2c2ccc(OC)cc2)CC1 (stereo not given)	1%	-2	7	-0.3%	-9%	0%	-1%	-10%	5	0	13
CSc1ccccc1NC(=O)CN(C)CC(=O)Nc1ccc(S(=O)(=O)N2CCCC2)cc1	1%	-3	8	-0.9%	.	.	.	.	.	.	14
Cc1ccc(CNC(=O)c2cc(=O)c3ccc(C)cc3o2)cc1	5%	18	20	-0.9%	28%	.	.	15%	1	4	23
O=C(Nc1ccc2c(c1)oc1ccc(S(=O)(=O)N3CCCC3)cc12)C1CC1	0%	4	-1	0.3%	3%	-3%	-7%	?	0	-2	3
CC1CCCC(C)N1C(=O)COC(=O)CNC(=O)C12CC3CC(CC(C3)C1)C2 (stereo not given)	0%	-7	-19	7.4%	.	.	.	.	.	3	-16
O=C(Nc1cccc(C(=O)O)c1)/C(=C\c1ccco1)NC(=O)c1ccc(Br)o1	4%	1	8	-0.1%	9%	-2%	?	?	2	-1	-24
COC(=O)CSc1nc2ccccc2c(=O)n1C	-1%	-1	-1	0.3%	-2%	-1%	-3%	-8%	2	1	3
O=C(N/N=C/c1ccco1)c1ccc(NC(=O)c2ccccc2Cl)cc1	3%	4	-14	-1.0%	5%	-1%	2%	?	-2	28	3
COc1cc(C#N)ccc1OCC(=O)Nc1ccc(C)c(S(=O)(=O)N2CCOCC2)c1	1%	12	-8	0.1%	3%	15%	2%	1%	1	1	1
CC(=O)Nc1ccc(C(=O)COC(=O)C2CCCCC2)c(F)c1	0%	16	-1	-0.9%	.	.	.	.	.	9	-11
O=C(COC(=O)c1cccc(S(=O)(=O)N2CCc3ccccc3C2)c1)NCc1ccco1	-1%	19	13	0.1%	-7%	-2%	26%	?	1	1	0
CC(=O)Nc1sc(C)c(C)c1C(=O)OCCOc1ccccc1	-3%	2	12	3.6%	-6%	-5%	2%	?	0	6	-9
NC(=O)[C@H]1CC2(CC(c3cccc(NC(=O)COc4ccc(Cl)cc4)c3)=NO2)CN1C(=O)[C@H]1CCC(=O)N1 (stereo not given in full)	3%	-8	0	-0.4%	-8%	4%	-2%	.	2	-2	-4
Cc1nn(-c2ccccc2)c(C)c1NC(=O)COc1ccc(Cl)cc1Cl	1%	0	11	0.0%	-18%	1%	-22%	5%	-2	1	10
O=C1c2ccccc2C(O)(c2ncc[nH]2)N1C1CCCCC1 (stereo not given)	-1%	0	9	-1.2%	-3%	2%	-3%	1%	7	8	3
C/C(=N\Nc1ccc([N+](=O)[O-])cc1)c1cc2ccccc2o1	-2%	-13	22	0.0%	7%	6%	1%	?	-1	4	-38
CCc1n[nH]c(=S)n1/N=C/c1ccccn1	1%	1	-7	-0.1%	4%	2%	-4%	0%	0	-2	-22
c1ccc2c(c1)nnn2CNc1nccs1	4%	-2	16	-1.8%	-1%	.	-4%	-5%	4	0	19
COc1ccc(NC(=O)C2CCCN(C(=O)Nc3cccc(OC)c3)C2)cc1 (stereo not given)	1%	2	3	0.1%	-10%	-2%	-1%	5%	2	16	-11
O=C(CSc1nc2ccccc2s1)c1ccc(O)cc1O	3%	-1	1	3.5%	?	-1%	.	?	2	11	4
O=C(NCCc1c[nH]c2ccccc12)C(=O)NCC1OCCN1S(=O)(=O)c1cc(F)ccc1F (stereo not given)	-9%	4	31[activator]	-0.2%	2%	-4%	-1%	.	-3	5	-12
CCCCCCC(=O)N(O)C1CC(=O)N(c2ccc(F)cc2)C1=O (stereo not given)	3%	25	-18	-0.6%	1%	5%	29%	.	6	1	-10
CN(Cc1ccccc1)C(=O)C1CCN(S(=O)(=O)c2ccc3nc4c(c(C(=O)O)c3c2)CCCC4)CC1	-2%	38	-8	-0.2%	-1%	1%	.	?	-2	2	0
CCCCN(C(=O)C1=COCCO1)c1c(N)n(Cc2ccccc2)c(=O)[nH]c1=O	3%	21	2	0.1%	.	.	.	.	.	3	9
Cn1c(=O)c2c(nc(CN3CCN(C(=O)c4ccco4)CC3)n2Cc2ccccc2)n(C)c1=O	-1%	13	21	-0.1%	-2%	-3%	12%	-5%	3	0	-35
O=C(Nc1ccc2c(c1)OCCO2)c1ccc(Br)c(S(=O)(=O)N2CCOCC2)c1	0%	-6	-4	-0.1%	0%	4%	0%	16%	1	?	5
Cc1cc(C)cc(N(C(=O)c2csnn2)C(C(=O)NC(C)(C)C)c2ccccn2)c1 (stereo not given)	4%	0	-3	0.1%	-1%	0%	2%	-3%	0	5	-3
CCCCCCN=C(C)C1=C(O)C(C(=O)OC)C(C)(C)CC1=O (stereo not given)	1%	11	4	-0.2%	4%	1%	-11%	-20%	-5	-4	5
Cc1ccc(NC(=O)c2ccncc2)cc1S(=O)(=O)N(C)C	5%	13	7	0.1%	15%	-1%	0%	8%	2	18	21
O=C(COc1ccc2c(-c3ccccc3)cc(=O)oc2c1)NC1CCS(=O)(=O)C1 (stereo not given)	1%	-2	-7	-1.0%	.	.	.	.	.	-1	7
CCN(CC)C(=O)C(=O)N/N=C/c1ccc(Cl)cc1Cl	-3%	2	8	-0.1%	2%	0%	-15%	-18%	1	-1	-6
Cc1ccc(O)c(NC(=O)Cc2ccc3ccccc3c2)c1	1%	-7	4	-0.1%	11%	0%	0%	20%	-2	21	-14
CC(C)N=C1CC(C)(C)CC(=O)/C1=C(/O)CCCN1C(=O)c2ccccc2C1=O	4%	.	6	0.2%	11%	2%	-15%	-5%	3	6	13
Cc1c(Cl)cccc1NC(=O)CSC(N)=O	2%	-6	-17	-0.1%	-8%	-2%	1%	-13%	0	1	-10
COc1ccc(C(=S)N2CCCC2)cc1OC	-1%	3	4	0.5%	13%	0%	7%	3%	6	-2	-4
Cc1ccc(C(=O)N2CC(=O)Nc3ccccc32)o1	-1%	4	-25	0.0%	9%	0%	8%	-6%	-1	-1	11
Cc1cccc(C(=O)O[C@H]2[C@H](C)NS(=O)(=O)[C@H]3CC4C=C[C@]23O4)c1	0%	-17	-13	-0.3%	.	.	.	.	.	.	-7
COc1ccc(-n2c(=O)c3ccccc3n(CC(=O)NCC3CCCO3)c2=O)cc1 (stereo not given)	0%	-2	-17	-1.0%	14%	-1%	0%	2%	3	-1	33
NC(=S)c1ncc(C(F)(F)F)cc1Cl	10%	-6	1	-0.8%	-1%	2%	-1%	.	-4	.	-1
CC(C)CN1CC(=O)N2C(c3ccccc3)c3[nH]c4ccccc4c3C[C@H]2C1=O (stereo not given in full)	3%	5	3	-1.1%	10%	2%	.	21%	2	6	-15
N#Cc1c(C(F)(F)F)cc(-c2ccccc2)n(N)c1=O	1%	-5	-4	0.1%	14%	2%	.	-26%	3	21	22
CCOC(=O)C1CCN(S(=O)(=O)c2ccc3[nH]c(=O)c(=O)[nH]c3c2)CC1	2%	2	-18	0.0%	16%	4%	-1%	-6%	1	2	-12
CC(C)c1ccc(NS(=O)(=O)c2ccc(N3C(=O)CCC3=O)cc2)cc1	0%	-20	-17	-0.2%	-3%	1%	-3%	.	3	-2	3
Cn1c(CO)nc2cc(N)ccc21	0%	-7	3	-0.2%	7%	-1%	6%	-13%	-4	2	14
COCCn1nnnc1C(c1cc2ccc(C)cc2[nH]c1=O)N(Cc1ccco1)Cc1cccs1 (stereo not given)	2%	14	-2	0.3%	4%	0%	-4%	-4%	-2	16	-29
CC1CCCCC12NC(=O)N(CC(=O)Nc1sc3c(c1C(N)=O)CCC3)C2=O (stereo not given)	-8%	4	8	0.3%	-11%	0%	-24%	?	-4	-4	15
CCN(C(=O)COC(=O)CCOc1cccc(C)c1)c1c(N)n(Cc2ccccc2)c(=O)[nH]c1=O	2%	-18	-2	-0.2%	.	.	.	.	.	-3	11
Cc1cccc(-n2nc3c(c2NC(=O)C(C)C)CS(=O)(=O)C3)c1C	2%	-11	0	-0.7%	29%	1%	.	15%	1	0	5
O=C(N[C@H]1C/C=C\C[C@H](CC(=O)N(CCO)Cc2ccccc2)C(=O)N[C@H](Cc2c[nH]c3ccccc23)COC1=O)OCC1c2ccccc2-c2ccccc21	-1%	-2	7	-0.2%	.	.	.	.	.	.	8
O=C(O)Cc1sc(-c2ccc(Cl)cc2)nc1-c1ccccc1	-1%	-6	6	-0.4%	1%&-17%	2%	-20%	12%	4	.	-9
C=CCNC(=O)CSc1nc2scc(-c3ccco3)c2c(=O)n1CC=C	-10%	4	35[activator]	-0.3%	0%	5%	11%	.	1	25	-8
COc1cc(/C=N\NC(=O)c2ccc(-c3ccccc3)cc2)cc(OC)c1OC(C)=O	-8%	7	4	0.1%	16%	-2%	2%	.	.	26	-9
